TROY signal inh = inhibitors of TROY-driven NF-kB signaling, primary screen, Q293 LMP1-TROYcd cells, NF-kB luciferase, uHTS. inhibition, % at 10 µM. Q293 LMP1-TROYcd NF-kB luciferase reporter, 4 h. hit rate 0.98% among 360,000;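 active = compounds whose plate-normalised and pattern-corrected inhibition of the luciferase reporter signal at the single screening dose is 50% or more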
NCOA2 inhibitor = inhibition of GAL4-SRC2 driven luciferase reporter, primary screen, SRC2 inhibitor project, cell-based, luminescence; inhibition, % at 9 µM; Nuclear receptor coactivator 2 (Homo sapiens), Q15596; HEK293 GAL4-SRC2 luciferase reporter; hit rate 0.17% among 370,000;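 active = inhibition above the mean inhibition of all tested compounds plus 3 SD, set per campaign, cut at about 52% in these data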;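 also: 0% = DMSO treated cells and 100% = cells given Gossypol at 36 µM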
NOD2-RIPK2 inh = NOD2-RIPK2 binding disruptors in cells, primary screen, fluorescence, CHO cells, BLA complementation | hit rate 0.38% among 360,000 | AID 624267, 2012 | inhibition, % at 4.98 µM | Receptor-interacting serine/threonine-protein kinase 2 (Homo sapiens), O43353 | CCF4 ratio; in the data active = inhibition above about 21%;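 also: 0% = vehicle only and 100% = reference blocker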
ABHD5-PLIN5 inh = ABHD5-PLIN5 interaction inhibitors, primary screen, cell lysate, split luciferase complementation, luminescence. Perilipin-5 (Homo sapiens) + 1-acylglycerol-3-phosphate O-acyltransferase ABHD5 (Homo …. hit rate 0.78% among 360,000. Split G. princeps luciferase complementation, 4 h. inhibition, % at 4 µM. AID 602281, 2012;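 active = inhibition above the mean inhibition across every tested compound plus 3 SD, cut at about 22% in these data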;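 also: 0% = DMSO only wells and the 100% control is not disclosed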
Target sequence (Q00G26 whole entry, looked up): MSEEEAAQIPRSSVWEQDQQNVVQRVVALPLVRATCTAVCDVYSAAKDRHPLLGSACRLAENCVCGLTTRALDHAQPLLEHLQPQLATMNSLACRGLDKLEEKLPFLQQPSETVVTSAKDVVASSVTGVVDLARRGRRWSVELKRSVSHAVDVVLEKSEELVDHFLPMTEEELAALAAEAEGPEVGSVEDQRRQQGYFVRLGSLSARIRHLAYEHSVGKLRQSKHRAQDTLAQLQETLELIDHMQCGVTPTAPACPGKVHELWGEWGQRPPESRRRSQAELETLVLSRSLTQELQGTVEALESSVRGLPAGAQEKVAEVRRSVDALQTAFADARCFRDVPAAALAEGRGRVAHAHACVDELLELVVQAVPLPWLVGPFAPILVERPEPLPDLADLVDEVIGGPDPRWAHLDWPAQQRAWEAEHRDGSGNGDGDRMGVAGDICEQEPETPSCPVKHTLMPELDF
Target sequence (Q8WTS1 whole entry, looked up): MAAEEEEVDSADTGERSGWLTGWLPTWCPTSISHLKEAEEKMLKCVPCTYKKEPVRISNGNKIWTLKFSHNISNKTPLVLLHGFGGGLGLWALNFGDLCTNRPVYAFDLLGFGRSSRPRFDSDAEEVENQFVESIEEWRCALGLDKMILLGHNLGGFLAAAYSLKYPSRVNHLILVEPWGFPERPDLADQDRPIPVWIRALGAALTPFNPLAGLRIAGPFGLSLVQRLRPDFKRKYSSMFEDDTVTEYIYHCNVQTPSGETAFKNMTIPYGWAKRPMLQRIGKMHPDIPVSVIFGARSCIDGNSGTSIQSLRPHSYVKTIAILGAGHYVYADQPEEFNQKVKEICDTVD
NCOA1 inh = SRC1 coactivator transcriptional activity inhibitors, primary screen, cell-based, luminescence. Nuclear receptor coactivator 1 (Homo sapiens), Q15788. HEK293 GAL4-SRC1 luciferase reporter. inhibition, % at 3.6 µM. hit rate 0.12% among 360,000;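 active = inhibition above the campaign mean plus 3 SD, with each screening campaign given its own cutoff, cut at about 60% in these data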;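 also: 0% = DMSO treated cells and 100% = gossypol at 36 µM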
TLR9-MyD88 inh = inhibitors of TLR9-MyD88 association in cells, primary screen, cell-based, CHO, BLA complementation, fluorescence | Toll-like receptor 9 (Homo sapiens) + Myeloid differentiation primary response protein … | CCF4 FRET ratio | inhibition, % at 4.98 µM | hit rate 0.21% among 340,000 | AID 504734, 2011;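 active = inhibition above the mean over all tested compounds plus 3 SD, cut at about 21% in these data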;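 also: 0% = DMSO only wells and 100% = clavulanate BLA inhibitor control wells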
NR2F2 inh = NR2F2 transcriptional activity inhibitors, primary screen, cell-based, luciferase reporter, HEK293T, luminescence | COUP transcription factor 2 (Homo sapiens), P24468 | HEK293T NGFI-A luciferase reporter | inhibition, % at 8.6 µM | hit rate 0.7% among 370,000 | AID 686940, 2013;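 active = inhibition above a per-plate cutoff, mean inhibition of test wells between control levels plus 3 SD, cut at about 38% in these data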;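 also: cells cotransfected with COUP-TFII expression vector driving the NGFI-A reporter; 0% = median of COUP-TF2 test wells and 100% = reporter-only cells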
TWEAK-Fn14 inh = inhibitors of TWEAK-Fn14 signaling, primary screen, luciferase reporter cells, uHTS; TWEAK-stimulated Fn14 reporter cells, luciferase luminescence, 8 h; inhibition, % at 10 µM; hit rate 2% among 360,000; AID 1159606, 2016; in the data active = inhibition above about 50%
NCOA3 inh = SRC3 coactivator transcriptional activity inhibitors, primary screen, cell-based, luminescence | Nuclear receptor coactivator 3 (Homo sapiens), Q9Y6Q9 | HEK293 GAL4-SRC3 luciferase reporter | hit rate 0.17% among 360,000 | inhibition, % at 3.6 µM | AID 588352, 2011;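 active = inhibition above a per-campaign cutoff, the mean of all compounds plus 3 SD, cut at about 60% in these data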;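 also: 0% = DMSO-treated cells and 100% = gossypol-treated cells at 36 µM; higher means less SRC3-driven luciferase light from the GAL4 reporter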
LRH-1 inv ag = LRH-1 (NR5A2) inverse agonists, primary screen, cell-based, luminescence, HEK293T, StAR-luciferase reporter. Nuclear receptor subfamily 5 group A member 2 (Homo sapiens), O00482. LRH-1 transfected, 24 h. inhibition, % at 3.6 µM. hit rate 0.13% among 360,000. AID 602396, 2012;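 active = inhibition above the mean inhibition of all tested compounds plus 3 SD, cut at about 73% in these data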;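 also: 0% = DMSO wells and 100% = reporter-only cells lacking LRH-1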
Exocytosis inh = LAMP-1 surface exposure blockers, TALL-104 cells – cell-based, flow cytometry, MLPCN library, primary screen | hit rate 0.66% among 360,000 | TALL-104 LAMP-1 surface exposure; cells stimulated with thapsigargin and PMA | inhibition, % at 10 µM;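 active = inhibition above about 55%, limit read from the data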
* hit, by the source's call; nt = no result given.

SMILES	TROY signal inh	NCOA2 inhibitor	NOD2-RIPK2 inh	ABHD5-PLIN5 inh	NCOA1 inh	TLR9-MyD88 inh	NR2F2 inh	TWEAK-Fn14 inh	NCOA3 inh	LRH-1 inv ag	Exocytosis inh
COc1ccc(CC(C)CC(=O)Nc2ccc(OC)cc2)cc1 (stereo not given)	-16	17	-8	-3	-6	7	-4	-15	3	-17	-4
CCn1c(=O)c2ccccc2n(Cc2cccc([N+](=O)[O-])c2)c1=O	8	11	-15	1	8	12	-2	-14	-8	6	-2
Cc1ccc(NC(=O)CCC(=O)N2CCOc3ccccc32)c(Cl)c1	-10	-2	-1	6	-18	-1	-16	-15	8	-4	5
Cc1nc(N2CCCCC2)c2sc(=S)n(C)c2n1	-11	-11	-6	1	1	2	-4	-3	11	11	-1
CC(C)N(Cc1cc2ccccc2[nH]c1=O)C(=O)c1cccc([N+](=O)[O-])c1	3	-15	5	5	17	-2	-7	1	8	-13	-4
O=C(NCCN1CCN(C(=O)c2cccc([N+](=O)[O-])c2)CC1)C(=O)NCc1ccc(Cl)cc1	-2	14	5	12	1	-4	4	-15	-10	17	-4
CCn1c(=O)c(C(=O)NCCCc2ccccc2)c(O)c2ccccc21	5	23	-13	-1	-14	7	4	23	6	2	-2
Cc1cc(C)cc(C(=O)/C=C2\NC(=O)CS2)c1	-7	-23	-6	4	1	7	-10	14	12	9	-1
CCN(CC)C(=O)c1ccc(Oc2ccc([N+](=O)[O-])cc2Cl)cc1	1	-13	1	1	8	2	11	2	22	40	-4
Cc1cc(C(=O)NNC(=O)CCC2CCCCC2)c(C)o1	-2	15	-3	3	2	-5	3	6	3	2	-3
CCCC(C(=O)NCCc1ccc(S(N)(=O)=O)cc1)c1ccccc1 (stereo not given)	-3	13	3	8	-35	6	16	10	-16	-12	0
Cc1cc(C(=O)CCC(=O)Nc2ncccc2O)c(C)s1	11	-2	-3	-15	-16	5	-5	22	-29	-39	-2
O=C(Cc1ccc(Cl)cc1Cl)NCc1cccnc1	-16	-20	-8	0	-1	10	9	28	4	6	-14
CCNC(=O)CC1C(=O)N(c2ccccc2)C(=O)N1CCOC (stereo not given)	-3	9	8	-1	-29	-3	-18	5	5	-12	-2
COc1cccc(/C=C/C(=O)OCC(=O)NC2CCCC2)c1	-10	4	-7	-5	0	7	0	-19	-11	4	1
O=C(Cc1ccccc1)Nc1cccc(N2CCCC2)c1	7	-22	3	1	2	2	16	-20	-2	11	0
CCOc1ccc(C(=O)Nc2c3c(nn2-c2ccc(C)cc2)CS(=O)C3)cc1OCC (stereo not given)	18	7	-9	-3	8	4	-13	-28	11	20	-1
CCN(C(=O)CSc1cc(C)c2cccc(C)c2n1)C1CCS(=O)(=O)C1 (stereo not given)	-9	9	-4	-3	-7	-1	2	1	-3	4	1
COc1ccc(NS(=O)(=O)c2ccc(NC(=O)c3ccccc3)cc2)nn1	-6	-18	-5	-2	-2	-8	15	8	4	-9	-2
COc1ccc(NCC(=O)N/N=C/C=C\c2ccccc2)cc1	-79	-10	-10	5	-18	6	-24	-7	-14	-7	-4
CC(=O)Nc1cccc(C(=O)NNC(=O)c2ccccc2-n2cccc2)c1	-17	-53	-6	1	-6	-13	14	-5	4	-36	23
CC(C)(C)NC(=O)COc1coc(CN2CCN(C(=O)c3ccco3)CC2)cc1=O	15	1	3	-3	0	1	-30	9	-2	-12	2
COc1cc(NC(=O)CCNC(=O)Cn2cnc3ccccc3c2=O)cc(OC)c1OC	13	11	-4	-1	6	3	-3	-1	-6	1	-2
CCCC(=O)N1N=C(c2ccccc2)CC1c1cn(C)c2ccccc12 (stereo not given)	-5	-48	-7	-2	-10	8	-3	-8	-4	1	3
CCCC(=O)Nc1nc(C)c(-c2csc(Nc3ccccc3OC)n2)s1	-26	-5	-13	-24	-6	-5	-2	-19	-19	0	-9
CCSc1c([N+](=O)[O-])c(=O)n(-c2ccccc2)c2ccccc12	-14	-38	-2	15	-10	10	11	-4	15	6	10
COc1ccc(C2CC(=O)Oc3cc(C)c(Cl)c(C)c32)cc1 (stereo not given)	17	19	-6	-11	5	-6	-9	19	6	-26	5
O=C(Nc1cccc(Cl)c1)c1ccc2ncsc2c1	-49	-47	-6	-2	-77	1	-15	1	-70	-131	-10
COc1cc(OC)cc(-c2c(Sc3ccccc3)c3cc(-c4ccc(SC)cc4)ccc3n2C)c1	-7	0	0	-9	nt	nt	-2	2	nt	6	-6
NC(=O)c1ccc(NC(=O)CSC2=Nc3ccccc3C3CC=NN23)cc1 (stereo not given)	-8	nt	-4	-19	9	-2	nt	-46	21	21	0
O=C(COC(=O)COc1ccccc1)Nc1ncc([N+](=O)[O-])s1	4	4	0	-25	-9	-2	1	11	12	5	0
CCOC(=O)C1=C(NC#N)OC(C)=C(C)C1c1ccc(O)cc1 (stereo not given)	8	-18	-3	0	-5	11	-11	-7	-1	2	12
COc1ccccc1NC(=O)COC(=O)c1c(NC(C)=O)sc(C)c1C	-5	-13	1	-3	0	-3	5	4	-2	15	2
COc1ccc(O)c(/C=N/N=C/c2cccc([N+](=O)[O-])c2)c1	-63	-30	-2	-1	-5	1	-6	-38	13	-12	2
CCCCN(C(=O)CC1CCCCC1)c1c(N)n(CC(C)C)c(=O)[nH]c1=O	-9	-10	7	1	-13	9	-8	-11	2	29	0
CCOC(=O)c1c(CCl)nc2ccccc2c1-c1ccccc1	-2	23	-13	-4	1	-9	9	22	15	-20	0
CC(C)N1C(=O)S/C(=C/c2ccc(Sc3nc4ccccc4[nH]3)o2)C1=O	59*	14	-5	-6	10	-2	4	89*	19	2	5
O=C(CSc1cccc(C(F)(F)F)c1)Nc1ccc(Cl)cc1Cl	-4	12	4	-8	1	-2	18	-1	12	-2	-2
O=c1cc(CN2CCN(c3ccccc3F)CC2)c2c(ccc3ccccc32)o1	19	5	8	2	-32	nt	0	22	-6	-2	0
C=CC[n+]1c(C)csc1Nc1cccc(Br)c1	11	2	6	-3	-40	-3	1	3	-14	17	8
Cc1c(C(=O)N2CCCCC2)sc(NC(=O)C2CC2)c1C#N	1	-1	-2	2	-9	5	0	9	14	-7	9
COc1ccc(C(CNC(=O)c2cc(S(=O)(=O)N3CCCCC3)ccc2C)N2CCCC2)cc1 (stereo not given)	-10	-7	-6	-10	-14	-10	-4	-2	-1	-24	-4
Cc1cc2c(OCC(O)CNC3CCCCC3)cccc2[nH]1 (stereo not given)	12	-5	5	-7	0	-8	-12	-3	13	11	-4
Cc1c(NC(=O)c2ccc(N(Cc3ccccc3)S(C)(=O)=O)cc2)c(=O)n(-c2ccccc2)n1C	5	13	0	-5	-19	8	9	1	4	1	-11
CCOC(=O)c1cc(CC)sc1N1C(=O)CC(Sc2ncccc2C(=O)O)C1=O (stereo not given)	18	-18	-4	2	-30	10	-1	14	10	17	-3
CCN(c1ccccc1)S(=O)(=O)c1ccc(OC)c(NC(=O)c2cccs2)c1	-17	5	3	1	11	7	16	-25	9	-12	1
O=C(CN(c1ccccc1)S(=O)(=O)c1ccc(Cl)cc1)Nc1cccnc1	-38	-28	-8	-3	3	-9	1	-9	-1	-29	-4
COc1ccc(-n2nnnc2C(c2cccc(OC)c2OC)N2CCN(C/C=C/c3ccccc3)CC2)cc1 (stereo not given)	-3	-33	-20	14	6	nt	11	2	11	15	23
O=C(c1cc2c(s1)-c1ccccc1OC2)N1CCN(c2ccccn2)CC1	29	-15	-3	-9	-19	5	7	-7	-6	-3	-3
O=S(=O)(NCc1ccccc1)c1ccc(S(=O)(=O)N(Cc2ccccn2)C2CCCC2)cc1	11	8	-4	-11	4	1	16	8	12	2	-1

The listing continues.
SMILES	TROY signal inh	NCOA2 inhibitor	NOD2-RIPK2 inh	ABHD5-PLIN5 inh	NCOA1 inh	TLR9-MyD88 inh	NR2F2 inh	TWEAK-Fn14 inh	NCOA3 inh	LRH-1 inv ag	Exocytosis inh
CCc1ccc(-c2nc(CS(=O)CC(=O)NCCc3ccccc3)c(C)o2)cc1 (stereo not given)	-7	-58	2	-7	-67	-4	-5	7	-33	-20	-1
CN(C)C(=O)CSc1ncnc2scc(-c3ccccc3)c12	15	12	-13	3	12	7	1	-1	-1	9	-1
Cc1ccc(C(=O)OCC(=O)Nc2ccc(Cl)cn2)cc1S(=O)(=O)N1CCOCC1	13	4	1	-4	-12	-4	4	6	5	6	-6
O=C(NCc1ccccc1)C(c1ccc(F)cc1)N(Cc1ccco1)C(=O)c1ccccn1 (stereo not given)	0	13	5	2	-10	0	0	10	-23	-2	-4
CCN(CC)c1nc(C)c2c(c1C#N)CC(C)(C)OC2	22	11	-1	-2	-11	7	-4	-17	-2	8	-2
CCCOC(=O)CSc1nnc(-c2ccccc2Cl)o1	-23	2	2	-2	-4	1	3	21	-1	-11	0
O=C(COC(=O)CNS(=O)(=O)c1ccc(Cl)cc1)NC1CCCCC1	1	-11	-3	-5	-21	1	5	3	-5	15	0
CC(C)(C)c1ccc(C(=O)NCC(=O)N2CCNC(=O)C2)cc1	-21	-4	-2	6	-5	4	-12	-1	-1	11	-6
Cc1nonc1OCCNC(=O)C12CC3CC(CC(C3)C1)C2	-3	4	-2	1	3	9	4	-1	-39	11	0
COC(=O)C1=C(C(=O)OC)SC2(S1)C(C(=O)OC)=C(C(=O)OC)SC1=C2c2cc(C)ccc2NC1(C)C	11	7	1	-38	-11	5	11	-26	8	4	7
Cc1cc(OC(=O)c2ccc(C)c(C)c2)c([N+](=O)[O-])c(=O)[nH]1	-5	14	-9	-6	-3	-7	-10	-10	8	-8	-3
CC=CCn1c(SCc2ccccc2)nc2c1c(=O)[nH]c(=O)n2C	-4	-9	6	3	-1	nt	4	-5	-22	-10	-4
Cc1ccc(S(=O)(=O)Nc2ccc(Cl)cn2)cc1C	19	-11	0	3	-1	-1	-8	9	13	11	-5
Cc1c(-c2ccccc2)nnn1-c1ccc(F)cc1F	-34	-20	-6	0	-90	-10	-40	-18	-102	-40	21

High-throughput results: PubChem, several laboratories

An excerpt. The share of hits here may be higher or lower than overall.
